# PTEN del growth: suppresses growth of cells with PTEN deletion. viability, % at 10 µM. HCT116 PTEN-null viability, CellTiter-Glo, 60 h; stronger effect = lower value. 1.2% of 140,000 active;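 active = viability at or below a set limit, 4 SD under the median of all tested compounds, cut at about 3.7% in these data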;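 note: PTEN knockout HCT116 line with beta catenin targeted HCT116 as companion control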
# NPY-Y2 antag: NPY-Y2 (human) receptor antagonism. P49146. NPY-Y2 expressing cells, antagonist mode. inhibition, % at 2.7 µM. 0.99% of 140,000 active. AID 793; in the data active = inhibition above about 17%;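 note: 0% = vehicle with agonist challenge and 100% = reference antagonist with challenge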
# Target sequence (P49146 whole entry, looked up): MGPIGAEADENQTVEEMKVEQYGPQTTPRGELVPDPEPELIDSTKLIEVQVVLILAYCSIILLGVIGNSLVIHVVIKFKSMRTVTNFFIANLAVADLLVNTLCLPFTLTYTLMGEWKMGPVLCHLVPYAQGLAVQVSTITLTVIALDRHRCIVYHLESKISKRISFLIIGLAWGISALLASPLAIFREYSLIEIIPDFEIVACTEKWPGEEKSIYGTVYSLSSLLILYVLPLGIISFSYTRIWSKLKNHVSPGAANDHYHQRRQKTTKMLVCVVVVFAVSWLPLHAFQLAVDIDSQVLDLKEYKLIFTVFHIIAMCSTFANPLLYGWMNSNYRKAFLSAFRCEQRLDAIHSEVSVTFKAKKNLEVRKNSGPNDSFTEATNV
# GALR2 antag: antagonists of human galanin receptor 2 (GALR2) | O43603 | GALR2-expressing cells, antagonist mode | inhibition, % at 4 µM | 0.39% of 140,000 active | AID 828; in the data active = inhibition above about 27%;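 note: cells stimulated with galanin 1-16 at roughly its EC80; 0% = agonist challenge control and 100% = basal control without agonist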
# Target sequence (O43603 whole entry, looked up): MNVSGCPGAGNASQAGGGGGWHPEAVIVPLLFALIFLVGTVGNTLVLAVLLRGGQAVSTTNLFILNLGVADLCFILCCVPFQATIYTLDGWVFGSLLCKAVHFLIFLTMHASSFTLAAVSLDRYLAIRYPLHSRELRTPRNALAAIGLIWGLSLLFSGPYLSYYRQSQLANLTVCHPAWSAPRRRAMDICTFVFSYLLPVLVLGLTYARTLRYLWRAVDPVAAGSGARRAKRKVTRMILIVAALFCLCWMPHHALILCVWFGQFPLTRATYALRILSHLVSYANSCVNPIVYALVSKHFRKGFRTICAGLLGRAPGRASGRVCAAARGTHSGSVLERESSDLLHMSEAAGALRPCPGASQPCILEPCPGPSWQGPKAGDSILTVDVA
# Phagocyt inh: blocks phagocytosis by macrophages; J774A.1 macrophage IgG-bead phagocytosis, imaging; inhibition, % at 5 µM; 0.07% of 110,000 active;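 active = inhibition above the mean of the plate negative controls plus 5 SD, cut at about 13% in these data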;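 note: phagocytic index as fraction of beads internalized from green versus red external bead signal; plate controls were DMSO negative control for no effect and cytochalasin-D positive control for full effect; some results beyond the cut were filed as inactive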
# Yeast lifespan up: yeast lifespan extension; S. cerevisiae growth with nicotinamide, OD615; deaD strain in restrictive glucose medium; inhibition of the nicotinamide effect, % at 10 µM; 0.68% of 130,000 active;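 active = inhibition above a set limit, placed 3 SD over the median of all compounds, cut at about 26% in these data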;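 note: 0% = nicotinamide-treated wells and 100% = cells grown without nicotinamide; some compounds called inactive have numbers as strong as hits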
#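 assay system = DeaD-strain S. cerevisiae | measured by = absorbance at 615 nm | probe or stimulus = nicotinamide 1.5 mM | buffer or medium = CSMM-D glucose medium, restrictive | times = 48 h at 30 °C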
# BB579 growth dn: chemicals that inhibit yeast BB579 growth in restrictive medium (lifespan-shortening candidates) | 0.51% of 140,000 active | AID 804 | S. cerevisiae BB579 growth, OD615, 48 h | inhibition, % at 10 µM;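 active = inhibition above a set limit, 3 SD over the mean compound inhibition, cut at about 44% in these data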; note: inactives centre near -24
#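 controls = amphotericin B 10 µg/mL, positive | assay system = DeaD yeast strain BB579 | schedule = 48 h compound exposure at 30 °C after 4 h preincubation | detection = OD615 turbidity measurement | medium = restrictive CSMM-D medium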
# bCat KO growth: beta-catenin-lacking colon tumor cell growth suppression; HCT116 beta-catenin knockout viability, CellTiter-Glo, 60 h; stronger effect = lower value; viability, % at 10 µM; 1.5% of 140,000 active;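 active = viability at or under a set limit, the compound median less 4 SD, cut at about 6% in these data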;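 note: 0% = Hyamine 1622 control at 20 µM and 100% = untreated cell control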
# Measles CPE: protection of cells from measles virus | protection (pct of control), % at 4 µM | Measles virus-infected cells, CPE protection, absorbance | 1.5% of 140,000 active | AID 841; in the data active = protection mostly above about 24%, no sharp cut-off; inactive = mostly below about 26%; note: some compounds called inactive have numbers as strong as hits
# MRP1 act: MRP-1 activation. 0.61% of 140,000 active. AID 799. viability increase, % at 10 µM. H69AR cells + doxorubicin, viability rescue, CellTiter-Glo;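 active = viability gain under doxorubicin at or above a set limit, the compound median plus 3 SD, cut at about 4.7% in these data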;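 note: MRP-1 overexpressing cells given doxorubicin 25 µM after compound pretreatment; 18-22 h compound pretreatment then 72 h with doxorubicin before readout; 0% = doxorubicin-only wells and 100% = vehicle-treated cells without doxorubicin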
# E-sel TNF inh: blocks E-selectin expression induced by TNF alpha. HUVEC TNFa-induced E-selectin immunofluorescence, high content. inhibition, % at 2 µM. 0.71% of 120,000 active. AID 1246;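 active = inhibition above the batch mean plus 3 SD, and confirmed as a hit on visual image review, cut at about 43% in these data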;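 note: 0% = TNF-stimulated DMSO wells and 100% = unstimulated control wells; not every result past the cut was called active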
# Active calls of the source: *; · = no result given.
# Results follow in this order: Phagocyt inh	PTEN del growth	Measles CPE	E-sel TNF inh	NPY-Y2 antag	Yeast lifespan up	bCat KO growth	MRP1 act	BB579 growth dn	GALR2 antag
O=C(CCCCCNC(=O)c1ccccc1)N/N=C/c1ccccc1
    -8.4	100.4	12.6	3.3	-0.1	0.9	103.3	0.6	-9.8	6.9
c1coc(CN(Cc2cccs2)Cc2nnnn2C2CCCCC2)c1
    ·	76.1	6.2	-22.6	7.5	6.3	94.1	-3.8	-5.1	5.0
Clc1ccc(-n2nnnc2-c2ccccc2)cc1Cl
    -2.0	85.5	13.8	4.6	3.0	-15.0	89.8	-0.9	27.8	22.1
O=C(Nc1ccc2c(c1)OCO2)c1cccc(Cl)c1
    -0.3	59.3	30.2	-25.8	2.4	-26.9	62.5	-1.5	-34.2	-5.6
CC(C(=O)N1CCCc2ccccc21)N1CCN(S(=O)(=O)c2ccccc2F)CC1 (configuration not stated)
    -2.2	96.1	8.9	-24.2	2.5	1.2	82.8	-1.4	-13.1	2.6
O=C(Nc1ccccc1)c1ccn[nH]1
    ·	101.3	2.9	8.4	2.5	-19.2	89.3	0.4	-0.7	12.4
CC(C)C(=O)NNC(=O)c1ccccn1
    -4.7	68.4	23.0	·	8.7	-1.1	70.1	-1.8	-19.1	-10.1
O=C(CCS(=O)(=O)c1ccc(Br)cc1)Nc1ccc(Br)cc1F
    -4.0	81.5	19.2	·	5.6	2.7	78.6	-3.5	-43.5	5.3
CCC(c1ccccc1)c1nc(-c2cccnc2)no1 (configuration not stated)
    -5.5	99.8	7.2	·	-0.1	-3.6	90.9	-0.6	-28.4	14.7
CCOC(=O)c1c(C)[nH]c(C(=O)CSc2nnnn2-c2ccccc2)c1C
    -0.1	100.3	6.9	-11.0	7.4	-3.7	97.9	1.3	-43.8	22.2
Cc1cc(=O)[nH]c(N/N=C/c2ccco2)n1
    -2.2	92.9	19.0	3.2	3.4	-8.7	101.4	-1.0	7.3	4.8
O=C(Nc1cccnc1)c1ccc(Cl)c(S(=O)(=O)N2CCCCCC2)c1
    -1.8	58.5	4.0	-48.2	2.3	-18.0	68.9	-4.0	-4.5	-15.4
Cc1cc(C)nc(SCCn2c(N(C)Cc3ccccc3)nc3c2c(=O)n(C)c(=O)n3C)n1
    ·	80.4	6.3	10.6	2.4	3.3	80.1	-1.7	-45.6	-6.6
CC1(C)Cc2c(c(N3CCOCC3)nc3snc(N)c23)CO1
    -0.7	1.9*	8.1	-18.3	0.4	-7.3	1.9*	-5.6	-16.2	14.8
CCC(=O)/C=C1/Sc2ccccc2N1CC
    ·	88.3	6.4	4.0	-0.7	·	80.8	-1.5	-2.6	7.8

# Looked up one by one from the list above (two):
# Results follow in this order: Phagocyt inh	PTEN del growth	Measles CPE	E-sel TNF inh	NPY-Y2 antag	Yeast lifespan up	bCat KO growth	MRP1 act	BB579 growth dn	GALR2 antag
O=C(CCCCCNC(=O)c1ccccc1)N/N=C/c1ccccc1
    -8.4	100.4	12.6	3.3	-0.1	0.9	103.3	0.6	-9.8	6.9
CC(C(=O)N1CCCc2ccccc21)N1CCN(S(=O)(=O)c2ccccc2F)CC1 (configuration not stated)
    -2.2	96.1	8.9	-24.2	2.5	1.2	82.8	-1.4	-13.1	2.6

# 3 compounds out of the list, arranged by SMILES length, rising.
# Results follow in this order: Phagocyt inh	PTEN del growth	Measles CPE	E-sel TNF inh	NPY-Y2 antag	Yeast lifespan up	bCat KO growth	MRP1 act	BB579 growth dn	GALR2 antag
CCC(c1ccccc1)c1nc(-c2cccnc2)no1 (configuration not stated)
    -5.5	99.8	7.2	·	-0.1	-3.6	90.9	-0.6	-28.4	14.7
O=C(Nc1ccc2c(c1)OCO2)c1cccc(Cl)c1
    -0.3	59.3	30.2	-25.8	2.4	-26.9	62.5	-1.5	-34.2	-5.6
O=C(CCCCCNC(=O)c1ccccc1)N/N=C/c1ccccc1
    -8.4	100.4	12.6	3.3	-0.1	0.9	103.3	0.6	-9.8	6.9

# More structures follow.
# Results follow in this order: Phagocyt inh	PTEN del growth	Measles CPE	E-sel TNF inh	NPY-Y2 antag	Yeast lifespan up	bCat KO growth	MRP1 act	BB579 growth dn	GALR2 antag
COc1ccc2cnn(-c3ccc(C)cc3)c(=O)c2c1OC
    4.0	90.3	3.5	14.1	-0.1	-14.9	90.7	1.5	-29.8	-4.5
COc1ccc(-n2c(SC)nc(O)c(Cc3ccccc3)c2=O)cc1
    -2.4	88.1	5.0	-5.5	0.1	-19.7	93.1	-2.2	13.9	-7.4
CN(CC(=O)Nc1ccc(F)cc1)C(=O)COc1ccc(C(=O)c2ccccc2)cc1
    -11.5	84.7	·	·	-1.8	-6.2	87.6	3.6	-18.4	-0.3
Cn1nc(-c2ccc(C(=O)O)cc2)c2ccccc2c1=O
    0.8	90.0	23.3	0.0	-2.8	-3.3	89.7	-1.8	-27.9	-5.9
CCOc1cc(NC(=O)c2ccccc2[N+](=O)[O-])c(OCC)cc1NC(=O)CC(C)C
    ·	85.6	6.8	7.3	2.6	-14.6	96.1	-4.1	-46.5	-1.1
CC(=O)c1c(COC(=O)c2ccncc2)nc2ccccc2[n+]1[O-]
    -1.0	93.9	6.8	·	2.8	-8.7	97.0	-0.8	-41.8	1.1
CC(CCc1ccccc1)NC(=O)c1ccccc1 (configuration not stated)
    0.1	90.7	23.7	7.9	1.4	-17.3	99.7	-4.0	-36.7	-5.8
Cc1sc2ncnc(OCC(=O)NC(C)C)c2c1C
    -3.5	102.1	7.3	39.8	-0.5	-5.6	93.3	-1.0	-16.7	5.0
COc1ccc(C(=O)Oc2cc3c4c(c2)C(C)=CC(C)(C)N4C(=O)C3=O)cc1OC
    -5.3	21.8	3.7	·	1.8	25.3	16.8	-4.7	-49.8	-1.6
O=c1[nH]c(NCCCO)nc2c1C1(CCCC1)Cc1ccccc1-2
    -1.7	73.5	2.8	-34.3	3.2	-21.2	65.2	-2.1	-22.1	9.8
O=C(C1CCCCC1)N1CCN(S(=O)(=O)c2ccc(Cl)cc2)CC1
    -0.2	95.1	6.5	·	1.5	1.2	103.0	0.6	-17.6	2.6
CC(=O)c1cnc(Nc2nc(C)c3cc(C)c(C)cc3n2)nc1C
    1.0	85.8	0.7	-42.3	2.9	-10.0	94.4	0.2	-4.9	-3.1
O=C(NC1CCCCC1)N1CCN(C(c2ccccc2)c2ccccc2)CC1
    -0.5	91.2	14.1	2.6	-2.9	0.2	89.6	-0.1	-37.4	-9.7
CS(=O)(=O)N1CCN(C(=O)CCC2CCCC2)CC1
    ·	94.4	7.8	-8.9	2.8	-15.0	92.7	-1.9	0.9	-8.5
COc1ccc(C)cc1NC(=O)C(=O)NCc1ccncc1
    -1.5	100.6	3.8	13.4	1.5	-2.6	87.3	-0.5	-27.8	0.2
Cc1cc2oc(C(=O)NCc3ccc4c(c3)OCO4)c(C)c2cc1C
    ·	108.0	9.2	4.1	15.1	-3.6	100.4	0.1	-68.2	0.8
COc1ccc(Nc2nc(Cl)nc(NCc3ccco3)n2)c(OC)c1
    0.9	89.7	4.3	-9.5	13.4	-0.9	83.8	-2.4	-17.8	-2.3
CCOC(=O)c1cc(C)n(CCc2ccccc2)c1C
    -1.7	78.2	2.9	0.7	7.7	-26.4	63.0	-0.4	-24.8	-10.0
COc1ccc(CCNC(=O)C(C)Sc2ccccc2)cc1OC (configuration not stated)
    ·	92.8	20.1	38.8	1.2	1.9	83.4	-1.8	-47.3	0.2
Nc1ccc(C(=O)N/N=C/c2ccccc2)cc1
    ·	84.8	6.2	-10.2	-1.1	-13.9	88.1	-1.5	-34.8	2.8
COc1ccc(CCNC(=O)COc2ncnc3cc([N+](=O)[O-])ccc23)cc1
    -9.2	84.2	9.1	74.1*	2.9	3.8	91.7	-1.9	-52.5	1.9
Cc1ccccc1OCC(=O)Nc1ccc(Cc2ccncc2)cc1
    -1.7	71.5	7.5	10.6	3.8	-4.3	76.5	1.2	-9.1	1.2
N#Cc1ccc(CSc2nnc(COc3ccccc3)n2-c2ccccc2)cc1
    -0.2	75.8	19.2	·	2.1	4.1	78.2	-1.3	-60.5	-6.0
Cn1c(=O)c2c(nc(NCCCO)n2Cc2cccc(Br)c2)n(C)c1=O
    -1.4	79.1	3.3	-11.4	2.1	-7.8	82.8	-1.3	-12.5	11.2
CC1(C)Cc2c(sc3nc(SCC(=O)O)[nH]c(=O)c23)CO1
    0.0	90.3	2.7	-42.8	3.3	-2.1	88.0	-1.7	-9.8	-2.1
Cc1ccc(C)c(S(=O)(=O)NCCOc2nc(NC(C)C)nc(NC(C)C)n2)c1
    3.0	78.0	13.5	-41.3	-0.4	-10.3	90.2	-1.2	7.2	-3.1
COc1ccc2nc(NC(=O)/C=C/c3ccc4c(c3)OCO4)sc2c1
    ·	23.7	4.2	·	1.3	-4.4	32.4	-5.0	-29.4	-14.1
COc1cccc2cc(C(=O)N3CCN(c4ccccn4)CC3)c(=O)oc12
    0.4	97.0	2.8	11.4	0.5	-1.6	88.4	-0.9	1.1	-3.8
Cc1nn2c(N3CCN(C(=O)c4ccco4)CC3)cc(C(C)(C)C)nc2c1-c1ccc(Cl)cc1
    ·	67.5	15.2	-19.7	-0.5	-27.1	79.1	-4.5	-16.4	13.2
Cc1ccc(S(=O)(=O)NCc2nc3ccccc3c(=O)n2N)cc1
    0.6	96.3	6.9	-17.6	-2.1	-9.2	96.4	-0.9	-9.1	11.1
O=C(O)CCCCCNC(=O)c1ccc(Br)cc1
    0.7	99.8	10.9	2.1	-2.4	-7.0	93.2	1.1	3.5	6.6
O=C(O)c1ccc(CNCc2c(Cl)cccc2Cl)cc1
    -0.6	92.7	9.6	-13.7	6.3	-5.4	87.2	-1.5	-8.6	0.6
Cc1cc2c(cc1C)C(c1cccc([N+](=O)[O-])c1)CC(=O)N2 (configuration not stated)
    -2.7	58.5	12.9	1.2	1.4	7.7	66.0	-1.1	-34.1	18.3
Cc1cc(C)cc(Oc2ccccc2C=O)c1
    -1.3	27.1	14.6	33.7	0.5	37.5	17.6	-2.4	-25.2	1.8
CCOC(=O)Cn1c(=NC(=O)C2COc3ccccc3O2)sc2cc(S(N)(=O)=O)ccc21 (configuration not stated)
    -4.5	89.0	14.6	·	3.9	4.9	87.7	-2.8	-34.4	8.9
Cn1c(SCC(=O)Nc2cccc(Br)c2)nnc1-c1cc2ccccc2o1
    0.9	2.2*	6.5	-7.2	1.2	-8.5	2.6*	-2.1	-31.4	-8.1
Cc1nc2ccc(NC(=O)c3cccs3)cc2c(=O)n1Cc1ccc(Cl)cc1
    0.7	20.4	4.2	-35.2	-0.4	10.4	15.6	0.8	-10.2	11.5
CCOC(=O)c1[nH]c2ccc(OC)cc2c1NC(=O)C(C)N1CCSCC1 (configuration not stated)
    -0.8	94.0	7.2	9.5	3.1	-14.4	98.9	-2.1	-27.2	-9.2
CCCOc1ccccc1NC(=O)/C=C/C(N)=O
    -0.5	105.5	1.9	0.7	-1.2	-0.5	101.0	-3.0	-29.6	13.7
O=C1CCCC2=C1C(c1ccco1)Nc1ccc(C(=O)c3ccccc3)cc1N2 (configuration not stated)
    -0.3	28.9	6.4	·	0.9	-2.3	30.5	-2.7	2.7	4.6

# Bioassay records as filed in PubChem BioAssay.
